S-ASM inh = inhibitors of human secretory acid sphingomyelinase. Potency, µM (top dose mostly 57.5 µM), for inactives: at the top dose activity change, negative = inhibition, hits mostly inhibitors. placental ASM, HMU-PC fluorogenic substrate, 60 min. 0.006% of 340,000 active; further: potency means the concentration at half of the fitted maximal effect
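Fluorogenic HMU-PC substrate (9 uM final) is turned over by placental ASM in 60 min at 37 C after a 10 min compound preincubation. Reaction ended by alkaline stop (pH 10), with fluorescence read at 386/447 nm.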
p53 reactivator = mutant p53 re-activation in reporter cells | 0.063% of 320,000 active | Potency, µM (top dose mostly 92.2 µM), for the others: at the highest dose activity change, positive = activation, usual class: activators | H1299 p53-A138V BP100-luciferase reporter, luminescence, 24 h; further: potency means the concentration at half of the fitted maximal effect; % of control where 0% means no effect; nearly all actives have a fitted effect of over 45% in size
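H1299 (p53-null), stable ts p53-A138V + BP100-Luc; 1000 cells/well, Opti-MEM/10% FBS; cpd 4 pt, 1:5; 24 h, 37 deg C, 5% CO2; detection reagent 10 min RT; luminescence.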
a7 integrin act = integrin-mediated muscular dystrophy alleviation activation. alpha7betagal myoblasts, beta-gal FDG fluorescence, 48 h. Potency, µM (titrated, usually from 38.3 µM), for inactives: at the highest dose activation, usual class: activators. 0.064% of 350,000 active. AID 624291;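 further: potency means the concentration at half of the fitted maximal effect; 100% = response of the positive control SU9516; nearly all actives have a fitted effect of over 60% in size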
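Alpha7betagal+/- myoblasts (passage 13) were plated 16-24 hr, then exposed to compounds (1:260 dilution of DMSO stock) for 48 hours at 37C. After MPER lysis, β-galactosidase reporter activity was read as FDG fluorescence (ex 480/em 540) after 30 minutes.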
B2AR arrestin = agonists driving beta-arrestin recruitment to human beta2-adrenergic receptor; beta-arrestin recruitment to beta2AR, cell-based reporter; Potency, µM (top dose mostly 46.1 µM), without a hit: at the top dose activation, hits mostly activators; 0.02% of 330,000 active; AID 492947;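 further: potency means the concentration at half of the fitted maximal effect; 0% = DMSO controls and full agonism = EC100 isoproterenol or metaproterenol; nearly all actives have a fitted effect of over 65% in size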
PTAP TSG101 blk = blocks PTAP/TSG101 interaction to inhibit HIV-1 budding. Potency, µM (top dose mostly 115 µM), inactives show top-dose activity change, negative = inhibition, actives largely listed as inhibitors. 340,000 tested, under 10 active. Fluorescence polarization, FITC-PTAP peptide / Tsg101 binding. Q99816; active means well fitted inhibition curve with a large enough effect in the main read-out, with a control signal flat, not every such curve was filed as active; inconclusive means small, poorly fitted or top-dose-only effect, or effect the other way, or a change in a side signal; inactive means no such curve, though single readings can be large or run the other way; further: potency means the concentration at half of the fitted maximal effect; % of control where 0% means no effect
Target sequence (Q99816 whole entry, looked up): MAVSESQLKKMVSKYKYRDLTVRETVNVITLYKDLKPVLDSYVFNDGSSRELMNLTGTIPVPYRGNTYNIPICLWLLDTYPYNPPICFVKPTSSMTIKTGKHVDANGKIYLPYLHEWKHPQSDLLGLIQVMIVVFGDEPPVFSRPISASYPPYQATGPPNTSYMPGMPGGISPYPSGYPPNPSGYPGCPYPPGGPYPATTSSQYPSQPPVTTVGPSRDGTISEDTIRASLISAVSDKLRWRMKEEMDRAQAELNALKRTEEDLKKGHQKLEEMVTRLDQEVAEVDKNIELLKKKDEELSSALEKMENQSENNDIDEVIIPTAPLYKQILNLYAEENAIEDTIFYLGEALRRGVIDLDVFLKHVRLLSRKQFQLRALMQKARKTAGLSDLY
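Compounds were pin-transferred onto Tsg101 binding domain (10 uM final) in HEPES pH 7.5 buffer, then FITC-PTAP peptide was added at 50 nM final. After 20 min at RT, polarization reported peptide displacement across a qHTS concentration series.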
USP2a block = USP2a (human) protease inhibition | 0.01% of 330,000 active | Potency, µM (titrated, usually from 38.3 µM), for the others: at the top dose activity change, negative = inhibition, most hits filed as inhibitors | USP2 core, Ub-CHOP2 coupled fluorogenic reporter, 485/531;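 further: potency means the concentration at half of the fitted maximal effect; plate controls were DMSO wells for no effect and full inhibition by NEM control for full effect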
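USP2 core (10nM final) preincubated 30min RT with compound in 20mM Tris-HCl pH 8.0, 2mM CaCl2, 2mM beta-mercaptoethanol, 0.05% CHAPS; 25nM Ub-CHOP2 plus 25nM reporter substrate added, fluorescence (Ex485/Em531) read after 60min.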
Eya2 phos inh = blocks the phosphatase activity of human Eya2. O00167. recombinant Eya2, OMFP fluorescence dephosphorylation (OMFP is methylfluorescein phosphate). Potency, µM (highest dose often 76.9 µM), without a hit: at the highest dose activity, negative = inhibition, most hits filed as inhibitors. 0.006% of 330,000 active. AID 488837; further: potency means the concentration at half of the fitted maximal effect; on the % scale 0 is the no-effect control and ±100 the full control effect
Target sequence (O00167 whole entry, looked up): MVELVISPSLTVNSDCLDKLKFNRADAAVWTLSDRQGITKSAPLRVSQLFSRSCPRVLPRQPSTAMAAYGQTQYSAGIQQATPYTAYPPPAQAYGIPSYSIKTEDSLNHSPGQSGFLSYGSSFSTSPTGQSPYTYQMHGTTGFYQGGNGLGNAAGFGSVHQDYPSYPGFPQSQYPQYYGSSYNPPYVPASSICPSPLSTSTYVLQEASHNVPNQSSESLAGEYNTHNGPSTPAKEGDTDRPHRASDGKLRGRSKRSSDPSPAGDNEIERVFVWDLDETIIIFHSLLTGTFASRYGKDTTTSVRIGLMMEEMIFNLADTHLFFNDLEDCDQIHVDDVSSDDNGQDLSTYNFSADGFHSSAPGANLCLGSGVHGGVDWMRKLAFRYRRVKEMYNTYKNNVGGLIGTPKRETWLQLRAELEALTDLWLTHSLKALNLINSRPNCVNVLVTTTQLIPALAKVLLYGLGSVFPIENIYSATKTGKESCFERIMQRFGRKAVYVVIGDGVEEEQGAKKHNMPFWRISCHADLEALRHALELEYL
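Eya2 (0.2 uM) preincubated 10 min at ambient with compound, then OMFP substrate added at 50 uM; 10 min reaction in 50 mM HEPES pH 7.5, 50 mM NaCl, 5 uM MgCl2, 0.05% BSA, 1 mM DTT. Fluorescence read at Ex 485/Em 525 nm.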
ELG1 genotox = genotoxicity induction in ELG1-luciferase HEK293T cells | HEK293T ELG1-luciferase reporter, luminescence, 16 h | Potency, µM (series often up to 46 µM), without a hit: at the highest dose activity change, positive = activation, usual class: activators | 1.3% of 330,000 active; further: potency means the concentration at half of the fitted maximal effect; % of control where 0% means no effect; nearly all actives have a fitted effect of over 60% in size
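Screening used a luciferase reporter fused to human ELG1 in HEK293T cells. Luminescence was read on a CCD plate imager after 16 hr exposure and 30 min ONE-Glo incubation.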
BRCA1 expr act = BRCA1 expression activation. MCF7-BRCA1-FFLuc reporter, luminescence, 48 h; response scale: scaled: vehicle 0%, 10 µM genistein 100%. Potency, µM (doses to about 46.1 µM), for the others: at the highest dose activation, most hits filed as activators. 1.1% of 380,000 active; further: potency means the concentration at half of the fitted maximal effect; nearly all actives have a fitted effect of over 80% in size; some results filed as inactive show a strong effect at the top dose
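MCF7-BRCA1-FFLuc cells, 2000/well in phenol-red-free MEM, attached 2 h then treated 48 h at 37 C. Luciferase luminescence read 15 min after reagent; normalized to genistein maximum activation (10microM) and DMSO, concentration-response fitted.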
TRPV1 ag = activates the human vanilloid receptor TRPV1; TRPV1-expressing cells, Fluo-8 calcium influx, agonist mode; activation, % at 8.33 µM; 0.19% of 320,000 active; in the data active means activation above about 80%; inconclusive means between about 30% and that limit; further: 0% is about no effect
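Cells expressing TRPV1 were dye-loaded with Fluo-8 and read kinetically: 10 s baseline, 3 min after compound (agonist portion), then 2 min after EC20 capsaicin (allosteric enhancer portion). Calcium-bound dye fluorescence at 480/520 nm.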
uPA surface inh = blocks generation of uPA at the cell surface. Potency, µM (highest dose often 38.3 µM), without a hit: at the top dose activity change, negative = inhibition, actives largely listed as inhibitors. 0.31% of 330,000 active. cell surface uPA generation assay, qHTS; active means well fitted inhibition curve with a large enough effect; inconclusive means small, poorly fitted or top-dose-only effect; inactive means no such curve, though single readings can be large or run the other way; tested in mouse RAW 264.7 cells; further: potency means the concentration at half of the fitted maximal effect; on the % scale 0 is the no-effect control and ±100 the full control effect; nearly all actives have a fitted effect of over 55% in size
Starred values were filed as active, the others as inactive; ? = inconclusive; . = not tested or not shown; [ ] = remark or other dose. Unless noted, the call rests on the fitted dose curve; in most records, active means well fitted curve in the direction sought with a large enough effect; inconclusive means small, poorly fitted or top-dose-only effect, or another doubt; inactive means no such curve, though single readings can be large; an effect the other way counts as inactive or inconclusive.

SMILES	S-ASM inh	p53 reactivator	a7 integrin act	B2AR arrestin	PTAP TSG101 blk	USP2a block	Eya2 phos inh	ELG1 genotox	BRCA1 expr act	TRPV1 ag	uPA surface inh
CCOc1ccccc1NC(=O)CN(c1ccc(OC)cc1)S(=O)(=O)c1c(C)noc1C	-10%	7%	-13%	0.1%	0%	1%	5%	-3%	-88%	8	-15%
Cc1ccc(NC(=O)CCNS(=O)(=O)c2ccc3c(c2)oc(=O)n3C)c(C)c1	5%	1%	-14%	0.1%	-12%	0%	20%	0%	-12%	1	.
CC(C)(C)c1ccc2c(c1)OC(C(=O)N/N=C\c1ccc(-c3cccc(C(=O)O)c3)o1)CO2 (stereo not given)	-2%	8%	-4%	0.2%	1%	0%	0%	10%	?	4	5%
Cc1ccccc1OCc1nc(-c2ccccc2)no1	-6%	?	15%	-0.4%	3%	1%	3%	?	?	1	3%
Cc1cc(Cl)c2cc3ccccc3cc2n1	-4%	-1%	4%	-0.2%	-5%	1%	9%	1%	-35%	-1	-1%
Cc1ccc(-n2c(N)c(C(=O)N3CCCCC3)sc2=S)cc1	-11%	8%	-7%	0.5%	-3%	-1%	-5%	15%	34%	-1	2%
CC[n+]1c(-c2ccccc2)csc1Nc1c(C)n(C)n(-c2ccccc2)c1=O	5%	-3%	5%	-0.5%	-2%	1%	6%	-1%	-4%	-1	-7%
CCOc1ccc(CCNC(=O)C2CCC(=O)N2CCc2ccccc2)cc1OCC (stereo not given)	4%	-3%	4%	0.3%	-2%	1%	6%	0%	4%	-1	.
Nc1ccc(C(=O)OCC(=O)c2cccc([N+](=O)[O-])c2)cc1	-5%	7%	8%	-0.3%	-2%	6%	-4%	9%	11%	-1	-2%
CC(C)(C)OC(=O)NCc1ccc(NC(=O)c2nc[nH]c2C(=O)NCCN(CCNC(=O)c2[nH]cnc2C(=O)Nc2ccc(CNC(=O)OC(C)(C)C)cc2)CCNC(=O)c2[nH]cnc2C(=O)Nc2ccc(CNC(=O)OC(C)(C)C)cc2)cc1	-4%	3%	1%	-0.9%	-2%	11%	-10%	3%	0%	.	1%
CCCn1c(SCC(=O)NC(=O)NCc2ccccc2)n[nH]c1=O	1%	1%	-6%	3.3%	-7%	5%	5%	1%	-27%	.	-5%
O=C(CCl)NCCN1C(=O)S/C(=C\c2cccnc2)C1=O	0%	-10%	-63%[inhibitor]	0.2%	3%	1%	-3%	-9%	-38%	-1	-12%
CCOc1ccc(CCN2C(=O)C(=O)N([C@H](CCCN(C)Cc3ccccc3)CNCc3ccccc3)C[C@@H]2C(C)C)cc1	.	1%	.	-0.9%	.	-4%	-10%	4%	.	-6	.
O=C(NC(=S)Nc1nc(-c2ccccc2)cs1)c1cccs1	-6%	19%	7%	0.0%	0%	2%	3%	8%	-51%	11	3%
Cc1ccccc1Oc1cccc(C(=O)/C(C#N)=C/N(C)C)c1	6%	15%	14%	0.2%	-6%	0%	-17%	?	48%	0	3%
COc1ccc(C2=NS(=O)(=O)N(C)C(C(=O)N3CCCCC3)=C2)cc1	48%[activator]	4%	-25%	0.0%	-2%	-1%	-6%	-9%	16%	0	?
CC(C)[C@H](NC(=O)[C@@H]1CSC2c3ccccc3C(=O)N21)C(=O)NCc1ccncc1 (stereo not given in full)	1%	-9%	-12%	0.8%	-3%	2%	3%	-1%	-2%	1	-1%
O=C(Nc1cccc(F)c1)N1C2CCC1CC(O)(c1cccnc1)C2 (stereo not given)	0%	1%	0%	0.2%	0%	0%	0%	-1%	29%	3	.
O=C(CSc1nnc(-c2ccc(O)cc2)n1Cc1ccccc1)NNC(=O)c1ccc(Br)cc1	-6%	3%	?	0.3%	-2%	-9%	-1%	1%	-6%	-3	-7%
C=CCN1N=C(c2ccc(NC(=O)c3ccccc3)cc2)CSC1=O	7%	1%	17%	-0.6%	-1%	0%	6%	4%	24%	3	5%
CN(C)S(=O)(=O)c1ccc(C(=O)N2CCCC2c2nc3ccccc3s2)cc1 (stereo not given)	-1%	-5%	-10%	0.1%	-4%	-1%	3%	1%	-2%	3	-3%
CC(=O)Nc1nc2c(s1)CCc1ccccc1-2	2%	9%	-9%	0.1%	3%	2%	2%	0%[9.26 µM]	-21%	-1	-1%
COc1ccc(S(=O)(=O)NCC(=O)Nc2ccc(F)cc2)cc1	3%	-5%	11%	0.4%	-3%	1%	4%	-2%	2%	-1	4%
CCN(c1cccc(C)c1)S(=O)(=O)c1ccc(OC)c([N+](=O)[O-])c1	0%	4%	-28%	0.0%	-4%	0%	-1%	-1%	-32%	4	-3%
O=C(N=Nc1c(O)[nH]c2ccc(Cl)cc12)c1cc(-c2cccs2)nc2ccccc12	0%	-2%	-14%	-0.3%	-7%	2%	-2%	1%	-64%	-5	-4%

Further compounds
SMILES	S-ASM inh	p53 reactivator	a7 integrin act	B2AR arrestin	PTAP TSG101 blk	USP2a block	Eya2 phos inh	ELG1 genotox	BRCA1 expr act	TRPV1 ag	uPA surface inh
Cc1cc(C)cc(NC(=O)N2CCC(c3nc4ccccc4o3)CC2)c1	-1%	-11%	-2%	-0.1%	-5%	0%	-37%	-12%	-23%	?	.
CCOC(=O)c1c(C)n(C(=O)c2ccco2)c(=O)n1C(=O)c1ccco1	4%	5%	-31%	-0.6%	3%	3%	5%	-1%	3%	-2	3%
CCC(NC(=O)c1ccccc1NC(=O)c1ccco1)C(=O)NNC(=O)c1ccncc1 (stereo not given)	1%	1%	23%	-0.5%	1%	1%	13%	3%	7%	0	4%
CCOCCCN1CN(Cc2ccccc2)CNC1=S	10%	-5%	8%	-0.6%	-2%	-4%	-4%	-2%	-5%	1	-1%
Cc1cccc(C)c1NC1=NC2(CCCCC2)N=C(N)N1	5%	10%	-4%	-0.1%	-3%	-9%	2%	1%	12%[1.84 µM]	2	5%
CC(C)CCCC(C)NS(=O)(=O)Cc1ccccc1 (stereo not given)	0%	0%	1%	0.3%	-1%	2%	-22%	2%	-2%[1.84 µM]	3	2%
COc1ccc(S(=O)(=O)N(C)C[C@H]2Oc3ccc(NC(=O)Cc4ccccc4)cc3C(=O)N([C@H](C)CO)C[C@@H]2C)cc1	0%	-10%	0%	-0.1%	-5%	2%	-10%	0%	-21%	.	10%
Nc1c(-c2ccccc2)cnn1-c1cccc(Cl)c1	-1%	?	?	-1.0%	-1%	0%	-16%	?	?	16	-13%
Cc1cccc(-c2cc(C(=O)N3CCCc4ccccc43)c3ccccc3n2)c1	-8%	-5%	2%	-0.1%	-5%	2%	-5%	1%	-21%	7	2%
CC(C)CN(C(=O)C1CCC1)c1c(N)n(Cc2ccccc2)c(=O)[nH]c1=O	10%	-1%	29%	-0.3%	-11%	-2%	4%	1%	9%	.	-3%
CC(=O)OC[C@]12CC[C@H]3[C@@](C)(CC[C@H]4C(C)(C)CCC[C@]34C)[C@@H]1C[C@H](C1=CC(=O)O[C@H]1OC(C)=O)O2	.	-23%	.	3.7%	.	-7%	4%	-13%	.	.	.
O=C(O)C1C(c2ccccc2)C(C(=O)Oc2ccc(O)cc2)C1c1ccccc1 (stereo not given)	-1%	-6%	23%[7.66 µM]	0.0%	-6%	3%	-3%	4%	-2%	-1	-6%
Cc1[nH]n2c(=O)c3c(nc2c1-c1ccccc1)CCCC3	1%	-6%	-29%	-0.9%	-5%	1%	3%	-7%	-36%	1	-1%
CC(=O)c1c(C)[nH]c(C(=O)OCC(=O)Nc2nnc(-c3ccccc3)o2)c1C	-4%	0%	0%	0.0%	-2%	2%	2%	-2%	8%	2	-3%
Cc1cc(C)c(O)c(-c2n[nH]c3c2C(c2cccc(O)c2)N(Cc2ccco2)C3=O)c1 (stereo not given)	?	2%	1%	-0.6%	2%	-13%	?	1%	-14%	.	-1%
CN(CCNC(=O)C1CCC(=O)N(Cc2ccc(Cl)cc2)C1)CCc1ccccc1 (stereo not given)	-6%	?	-18%	0.1%	2%	0%	2%	-3%	-38%	-2	?
CCOc1ccc(C2C(C(=O)OC)=C(C)N=C3SCCC(=O)N32)cc1OCC (stereo not given)	-3%	-12%	-13%	0.0%	-2%	1%	-5%	0%	0%	-2	2%

From PubChem BioAssay
